miR-122 sensor: miR-122 Renilla sensor signal increase in Huh7, primary screen, miR-122 inhibitor project, cell-based, single point, plate reader; actives 0.3% (n = 340,000); AID 602342, 2012; Huh7 miR-122 Renilla luciferase sensor, 48 h; neutral wells = 0, positive control = 100; activation (reporter increase), % at 12.5 µM;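 active = mean replicate activation score at least 90 and every replicate individually at or above 90; inconclusive = only one of the two criteria met; inactive = neither criterion met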;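 also: higher luciferase means less miR-122 activity so hits act as miR-122 inhibitors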
RAD52 inh: RAD52 DNA annealing inhibitors, primary screen, biochemical, FRET, single point, set 2; recombinant RAD52 DNA annealing, FRET fluorescence; inhibition, % at 18.7 µM; actives 0.46% (n = 360,000); AID 651710, 2012;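 active = every replicate showing at least 50% inhibition; inconclusive = mean inhibition at least 50% but not in every replicate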
Target sequence (P43351 whole entry, looked up): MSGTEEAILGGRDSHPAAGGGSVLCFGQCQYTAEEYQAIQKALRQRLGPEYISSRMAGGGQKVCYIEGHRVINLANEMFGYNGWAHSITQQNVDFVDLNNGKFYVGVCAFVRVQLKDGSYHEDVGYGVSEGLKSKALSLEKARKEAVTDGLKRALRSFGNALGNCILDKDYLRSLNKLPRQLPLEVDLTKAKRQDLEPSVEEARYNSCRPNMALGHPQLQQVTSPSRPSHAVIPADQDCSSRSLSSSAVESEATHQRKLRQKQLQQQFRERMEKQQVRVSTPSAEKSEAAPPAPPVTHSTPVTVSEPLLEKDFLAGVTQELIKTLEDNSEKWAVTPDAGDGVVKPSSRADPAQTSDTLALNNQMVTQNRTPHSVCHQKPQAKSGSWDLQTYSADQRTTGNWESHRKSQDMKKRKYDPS
RAD54 inh: inhibitors of human RAD54 branch migration, primary screen, biochemical, fluorescence, single point | AID 602329, 2012 | actives 0.14% (n = 360,000) | RAD54 Holliday junction branch migration, FAM/BHQ fluorescence | DNA repair and recombination protein RAD54-like (Homo sapiens), Q92698 | inhibition, % at 10.4 µM;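 active = mean normalized replicate activity at least 40 and at least half of replicates scoring 40 or more; inconclusive = only one of the two criteria met; inactive = mean below 40 and under half of replicates reaching 40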;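 also: 0% = median of neutral control wells and 100% = median of positive control wells; inhibitors cause a drop in the FAM fluorescence signal; in these data hits start at about 50%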
E-selectin induc: E-selectin induction in HUVECs, primary screen, imaging, HUVEC, immunofluorescence imaging, single point; AID 686992, 2013; normalized: neutral wells 0, TNF-alpha wells 100; activation, % at 7.58 µM; actives 0.37% (n = 260,000);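 active = mean E-selectin-positive cell signal at least 10% of the positive control, reached in at least 60% of replicates, without over 20% cell loss; inconclusive = no rule given, readout overlaps actives, possibly toxicity-flagged; inactive = the rest, including those meeting only one limit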;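 also: in these data hits start at about 27%; measured in HUVEC primary endothelial cells; signal is the percent of cells scored E-selectin positive by PE staining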
Target sequence (P16581 whole entry, looked up): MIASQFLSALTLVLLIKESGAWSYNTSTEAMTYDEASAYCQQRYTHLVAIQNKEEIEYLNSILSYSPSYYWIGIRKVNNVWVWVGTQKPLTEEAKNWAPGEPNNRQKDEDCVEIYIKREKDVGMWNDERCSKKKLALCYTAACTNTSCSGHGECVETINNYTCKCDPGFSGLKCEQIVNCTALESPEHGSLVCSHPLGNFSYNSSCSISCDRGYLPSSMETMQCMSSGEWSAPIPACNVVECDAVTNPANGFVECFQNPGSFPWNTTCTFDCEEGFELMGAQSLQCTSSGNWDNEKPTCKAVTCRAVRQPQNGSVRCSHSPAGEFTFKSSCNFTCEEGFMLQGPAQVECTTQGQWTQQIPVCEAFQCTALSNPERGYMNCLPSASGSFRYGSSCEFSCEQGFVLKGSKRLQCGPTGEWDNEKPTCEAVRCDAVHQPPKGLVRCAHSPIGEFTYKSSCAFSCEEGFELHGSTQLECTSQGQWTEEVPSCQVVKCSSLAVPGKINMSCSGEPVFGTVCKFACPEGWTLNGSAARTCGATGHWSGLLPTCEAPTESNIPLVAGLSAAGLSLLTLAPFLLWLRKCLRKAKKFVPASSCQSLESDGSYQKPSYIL
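material = human umbilical vein endothelial cells (HUVEC), E-selectin induction | quantity = 3,000 cells/well | medium = EGM-2 growth medium on 0.1% gelatin-coated wells | technique = immunofluorescence imaging | read-out basis = % PE-positive cells | control set = TNF-alpha positive control, DMSO neutral control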
Cneo AK release: Cryptococcus neoformans cell lysis inducers, primary screen, AK release luminescence, single concentration; actives 0.2% (n = 360,000); AID 651654, 2012; C. neoformans lysis, adenylate kinase release luminescence, 4 h; normalised: neutral wells 0, clomiphene wells 100; lysis activity, % at 15 µM;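 active = mean lysis activity across replicates of at least 80%, whatever share of replicates individually reach that level; inactive = mean lysis activity below 80%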
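Assay system: C. neoformans cells. Amount: yeast cell density of 5 × 10^6 cells/mL. Technique: AK luminescence. Buffer or medium: YPD. Times: static 4 h at 37 °C with compound, 1 h detection. Dosing: single-point compound dose. Read-out: lysis from increased AK signal.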
PglD inh: C. jejuni PglD acetyltransferase inhibitors, primary screen, biochemical, DTNB colorimetric, single point | UDP-N-acetylbacillosamine N-acetyltransferase PglD (Campylobacter jejuni) | purified PglD enzyme, DTNB colorimetric CoA detection | inhibition, % at 12.5 µM | actives 0.098% (n = 360,000) | AID 602405, 2012; in the data active = inhibition above about 16%, passing the limit was not always enough; inconclusive = no clear call, values can overlap the other calls; also: strong numbers were not always called active
PGC1a acetyl inh: inhibitors of PGC1a acetylation signal, primary screen, cell-based, U2OS, AlphaScreen, inhibitor mode. AlphaScreen anti-acetyl-lysine; with virally co-expressed GCN5 acetyltransferase. inhibition, % at 15.6 µM. actives 0.17% (n = 350,000);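 active = every replicate shows inhibition of at least 40%; inconclusive = mean inhibition at least 40% but some replicate below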;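 also: 0% = neutral control wells and 100% = positive control wells; some results beyond the cut were filed as inactive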
ERAP1 HTS inh: human ERAP1 aminopeptidase inhibitors, primary screen, biochemical, single point, plate reader | recombinant ERAP1, Leu-AMC fluorescence, 60 min | inhibition, % at 10.7 µM | actives 0.15% (n = 340,000) | AID 652197, 2013;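 active = mean replicate inhibition of at least 30%, or all replicates individually reaching that 30% level; inactive = mean below 30% and not every replicate reaching it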;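 also: 0% = neutral control wells and 100% = L-leucinethiol positive control wells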
* = called active by the depositor; ? = inconclusive; . = no result given; & = joins results of further samples; [ ] = another dose, or the depositor's remark. This is a random part of the collection; 1.4% or so of the library scored in one or more.

Structure	miR-122 sensor	RAD52 inh	RAD54 inh	E-selectin induc	Cneo AK release	PglD inh	PGC1a acetyl inh	ERAP1 HTS inh
O=C1CCCC2=C1C(c1ccsc1)CC(=O)N2c1nnc(SCc2ccccc2)s1 (stereo not drawn)	0	-4	12	.	0	-3	.	0
COc1ccc(C2=Nn3c(nnc3-c3ccccn3)SC2)cc1OC	-25	.	-2	.	-1	4	.	.
CC(C)CNS(=O)(=O)c1ccc(CCC(=O)Nc2cc(Cl)ccc2Oc2ccccc2)cc1	13	.	-3	.	5	-7	-22	.
COC(=O)[C@]1(Cc2ccccc2)N[C@H](c2ccc(-c3ccc(Cl)c(Cl)c3)cc2)[C@@H]2C(=O)N(C)C(=O)[C@@H]21	-7	-20	-28	0.0	0	-1	-2	-1
O=C(Nc1ccccc1)N1C[C@@H]2[C@H](c3ccccc31)[C@H](CO)N2Cc1cocn1	-37[16.7 µM]	-21	11	0.3	-1	2	-1	2
O=C(c1cccc(Cl)c1)N1CCN(C2CCCCC2)CC1	2	0	4	.	4	-3	2	1
N#Cc1c(F)cccc1NCCCn1ccnc1	10	-4	2	0.0	-1	0	-1	.
O=C(NCc1ccco1)c1cnn2cccnc12	-1	-1	-3	0.4	0	0	6	0
Cc1cc(Br)ccc1NC(=O)CNC(=O)CSc1ncccn1	7	-18	5	.	5	1	-1	3
NC(=O)CC1(CC(=O)O)CCCCC1	.	.	7	.	-1	1	0	.
COCCCNC(=O)Cn1c(=O)n(Cc2ccccc2Cl)c(=O)c2cc(OC)c(OC)cc21	-12	0	3	5.1	0	-1	4	-2
CCCN(CC(=O)Nc1ccccc1OC)C(=O)CCC(=O)c1ccc(Cl)s1	5	-28	-8	.	0	8	-1	0
O=C(N[C@@H]1CC[C@@H](CCNC(=O)C2CCCCC2)O[C@H]1CO)c1ccccn1	.	8	5	-0.1	-3	4	-3	-3
CCN(CC)S(=O)(=O)c1ccc(NC(=O)c2cc(-c3ccccc3)nc3ccccc23)cc1	-2	-28	-6	.	13	3	-2	-3
O=C(O)c1ccccc1OCc1nc2ccccc2s1	11	-12	-7	22	-4	2	.	-1
CC(C)C(NS(=O)(=O)c1cccs1)C(=O)N(C)Cc1ccccc1 (stereo not drawn)	-2	.	-1	.	-2	-2	.	.
Cc1ccccc1-n1c(C)nc2ccccc21	-5	.	-8	-1.8	-1	2	-3	.
C[C@H]1CN([C@@H](C)CO)C(=O)c2cc(-c3ccc(C#N)cc3)cnc2O[C@@H]1CN(C)C(=O)CN(C)C	0[16.7 µM]	3	-3	0.3	7	0	3	0
Cn1c2c(c(=O)n(C)c1=O)C(NC(=O)c1ccco1)(C(F)(F)F)C(=O)N2 (stereo not drawn)	-25	.	-4	.	2	-1	6	.
C[C@@H]1CN([C@@H](C)CO)C(=O)c2cc(NC(=O)Nc3ccc(F)cc3)ccc2O[C@@H]1CN(C)C(=O)Nc1ccc(F)cc1	-7[16.7 µM]	8	3	0.2	-3	5	-5	-1
Cc1ccc(C(=O)N2CCCCC2C(=O)O)o1 (stereo not drawn)	-4	-17	-1	2.8	1	-1	1	1
Nc1ccn(CC(=O)N2CCN(c3ccccn3)CC2)c(=O)n1	0	-2	5	0.1	2	-2	.	.
COc1ccc(CN2CCCC(C(=O)Nc3cccc(-n4cccn4)c3)C2)c(F)c1 (stereo not drawn)	.	-26	-1	.	14	3	.	0
Cc1ccc(S(=O)(=O)N[C@H]2C=C[C@@H](CC(=O)NCc3ccc(Cl)c(Cl)c3)O[C@@H]2CO)cc1	.	1	-14	0.7	1	-1	-3	-1
O=C(Nc1ccc(Cl)cc1)OCCN1CCOCC1	.	-9	-5	-0.1	-2	2	7	3
O=C1CC2(CON=C2c2ccc(F)cc2)C(=O)N1c1ccc(F)cc1 (stereo not drawn)	1	.	-7	.	0	-3	7	.
Cc1noc(C)c1COc1cccc(C(=O)N(C)Cc2nc3ccccc3c(=O)[nH]2)c1	-2	-22	3	-0.1	0	1	2	1
COc1ccc(-c2noc(CSc3nc4ccccc4c(=O)n3-c3ccccc3)n2)cc1	-3	-9	-3	.	0	-3	11	-1
O=C(Cc1ccccc1)N1CC[C@H]2[C@H](CO)Nc3ccc(-c4cccc(F)c4)cc3[C@H]21	-6[16.7 µM]	6	0	-0.5	-8	-5	-2	-2
COc1ccc(-n2nc3cc(C)c(N)c(Br)c3n2)cc1	4	.	-6	.	-3	1	-5	.

An excerpt from above in order of molar mass, lowest first:
Structure	miR-122 sensor	RAD52 inh	RAD54 inh	E-selectin induc	Cneo AK release	PglD inh	PGC1a acetyl inh	ERAP1 HTS inh
NC(=O)CC1(CC(=O)O)CCCCC1	.	.	7	.	-1	1	0	.
O=C(NCc1ccco1)c1cnn2cccnc12	-1	-1	-3	0.4	0	0	6	0
N#Cc1c(F)cccc1NCCCn1ccnc1	10	-4	2	0.0	-1	0	-1	.
O=C(O)c1ccccc1OCc1nc2ccccc2s1	11	-12	-7	22	-4	2	.	-1
CC(C)C(NS(=O)(=O)c1cccs1)C(=O)N(C)Cc1ccccc1 (stereo not drawn)	-2	.	-1	.	-2	-2	.	.
O=C(N[C@@H]1CC[C@@H](CCNC(=O)C2CCCCC2)O[C@H]1CO)c1ccccn1	.	8	5	-0.1	-3	4	-3	-3
O=C(Nc1ccccc1)N1C[C@@H]2[C@H](c3ccccc31)[C@H](CO)N2Cc1cocn1	-37[16.7 µM]	-21	11	0.3	-1	2	-1	2
Cc1cc(Br)ccc1NC(=O)CNC(=O)CSc1ncccn1	7	-18	5	.	5	1	-1	3
CCCN(CC(=O)Nc1ccccc1OC)C(=O)CCC(=O)c1ccc(Cl)s1	5	-28	-8	.	0	8	-1	0
CCN(CC)S(=O)(=O)c1ccc(NC(=O)c2cc(-c3ccccc3)nc3ccccc23)cc1	-2	-28	-6	.	13	3	-2	-3
COC(=O)[C@]1(Cc2ccccc2)N[C@H](c2ccc(-c3ccc(Cl)c(Cl)c3)cc2)[C@@H]2C(=O)N(C)C(=O)[C@@H]21	-7	-20	-28	0.0	0	-1	-2	-1

(list continues)
Structure	miR-122 sensor	RAD52 inh	RAD54 inh	E-selectin induc	Cneo AK release	PglD inh	PGC1a acetyl inh	ERAP1 HTS inh
O=C(Nc1ccc2snnc2c1)N1CCSCC1	3	.	5	.	-2	2	11	.
COc1ccccc1N=c1oc2cc(O)ccc2cc1C(N)=O	12	.	-11	.	-3	1	11	.
O=C(O)C1=C(C(=O)Nc2cccc(C(F)(F)F)c2)CCCC1	0	-6	.	.	.	.	1	3
O=C(NCc1cccnc1)c1ccc(NC(=O)c2ccc(Br)cc2)cc1	9	-1	10	.	4	4	-84	-1
Cc1ccc(NC2=C(NC(=O)c3ccccc3)C(=O)c3ccccc3C2=O)cc1Cl	5	.	15	12	-4	-1	26	.
Cc1ccc(CNC(=O)C(Cc2ccccc2)NS(=O)(=O)c2ccc3c(c2)CCC(=O)N3)cc1 (stereo not drawn)	-5	-1	-3	.	0	-6	-6	0
COCC(=O)Nc1ccc2c(c1)C(=O)N(C)C[C@H](OC)[C@H](C)CN(CC1CC1)[C@H](C)CO2	.	-10	13	-0.1	2	2	-20	-2
Cc1ccc(NC2CCCN(C(=O)c3c(C)noc3C)C2)cc1C (stereo not drawn)	7	-30	-5	-0.2	-1	-5	2	1
CCN1[C@@H]2Cn3c(ccc(C4=CCCCC4)c3=O)[C@H]1[C@@H](C(=O)NCCOC)[C@@H]2CO	.	22	5	-1.7	-2	0	.	-1
COc1cccc(-c2nc(CS(=O)(=O)CC(=O)N3CCc4ccccc4C3)c(C)o2)c1	-4	-29	-1	0.0	0	-2	2	-2
Cc1noc(C)c1NC(=O)N(C)C[C@@H]1Oc2ccc(NC(=O)Nc3ccc(C(F)(F)F)cc3)cc2C(=O)N([C@@H](C)CO)C[C@H]1C	6[16.7 µM]	-11	-3	0.0	2	-1	-3	-3
CCS(=O)(=O)Nc1ccc2c(c1)C(=O)N(C)C[C@@H](OC)[C@@H](C)CN(C(=O)NC(C)C)[C@H](C)CO2	-2[16.7 µM]	-4	-7	-0.1	-6	-1	3	-3
CC[C@@H]1CN(C)[C@H]2Cc3c([nH]c4ccccc34)C(=O)C[C@@H]1[C@@H]2C(=O)OC	-2	-7	2	.	1	-6	-6	-3
Oc1cc2c(cc1O)CN(C(=S)NCCc1ccc(Cl)cc1)CCC2	3	1	-3	?	-2	3	2	0
C[C@H](NC(=O)OC(C)(C)C)C(=O)NCC1CCC(C(=O)N[C@@H](Cc2ccccc2)C(=O)O)CC1 (stereo partly drawn)	4	0	4	0.3	-10	0	.	-1
O=C(c1cccnc1)N1CC(=O)N2[C@@H](CO)[C@@H](c3ccc(-c4cccnc4)cc3)[C@@H]2C1	.	-4	.	0.3	.	.	-6	2
CO[C@@H](CN(C)S(=O)(=O)c1ccc(C)cc1)[C@@H](C)CN([C@@H](C)CO)S(=O)(=O)c1cccc(Cl)c1	.	6	-8	0.3	3	0	4	0
CN(C)CC/C=C1\c2ccccc2Sc2ccc(Cl)cc21	-6	46	9	-0.3	17	3	-23	7
O=c1c2ccccc2sc2ccccc12	-1	-2	-4	2.0	2	-4	11	-3
CN1CCN(C(=O)[C@H]2[C@H](CO)[C@H]3Cn4c(ccc(/C=C/c5ccccc5)c4=O)[C@H]3N2CC2CC2)CC1	.	-18	-6	-0.4	-2	3	.	0
Cc1ccc(N2C(=O)CC(Sc3nc(-c4ccccc4)c4cc(Cl)ccc4n3)C2=O)c(C)c1 (stereo not drawn)	-2	.	-9	.	1	6	2	.
Cc1ccccc1CN(c1ccc(C(=O)Nc2ccccc2C(=O)NCc2ccco2)cc1)S(C)(=O)=O	21	.	-11	.	3	-6	-28	.
CCCc1cc(=O)oc2c(C)c(OCC(=O)NC3CC(C)(C)NC(C)(C)C3)ccc12	-6	-10	-1	-0.2	-1	-8	15	0
COc1ccccc1-c1ccc2n(c1=O)C[C@H]1[C@H](CO)[C@@H](C(=O)Nc3nccs3)N(C)[C@@H]21	.	-2	.	-0.1	.	.	5	1
CCO[C@H]1OC(C(N)=O)=C[C@@H](C2CCCCC2)[C@@H]1CCCO	-5	6&-1	5&3	0.0	3&1	1&3	-7&4	2&-1

High-throughput results from PubChem.
